Bioassay records from PubChem BioAssay.
HT29 cell growth-1: HT29 colon tumor cell growth inhibition, primary screen, imaging, high content imaging, 24 h, CellTiter-Glo (AID 770). HT29 cell number by imaging, 24 h; active compounds read high. growth inhibition, % at 10 µM. 3,300 tested, under 10 active;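 active means growth inhibition above 90% in viable cell count at a single dose; inactive means growth inhibition below 90%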
HT29 cell growth-2: HT29 colon tumor cell growth inhibition, primary screen, imaging, high content imaging, 48 h, CellTiter-Glo (AID 771). growth inhibition, % at 10 µM. HT29 cell growth, HCS imaging cell count, 48 h; active compounds read high. 2% of 3,300 active;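 active means growth inhibition above 90%, meaning viable cell count by imaging cut by more than 90% versus vehicle controls; inactive means growth inhibition below 90%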;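 further: percent fewer viable cells counted by imaging than vehicle controls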
AID772: HT29 colon tumor cell growth inhibition, primary screen, imaging, high content imaging, 72 h, CellTiter-Glo (AID 772) | growth inhibition, % at 10 µM | 0.6% of 3,300 active | HT29 cell growth, HCS imaging cell count, 72 h; active compounds read high;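 active means growth inhibition above 90%, meaning viable cell count cut by more than 90% versus vehicle controls; inactive means growth inhibition below 90%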
AID364: cytotoxicity toward Jurkat T cells, primary screen, cell-based, Jurkat E6.1, NIH starter set (AID 364); 2% of 3,300 active; one-dose inhibition, % at 4 µM; CC50 in µM for titrated hits; Jurkat E6.1 viability, ATP luminescence, 48 h; higher % means a stronger effect;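 active means concentration giving half-maximal inhibition at or below 20 micromolar; inactive means half-maximal concentration above 20 micromolar, or not dose tested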;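 further: 100% = cells treated with 4 µM doxorubicin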
A549 proliferation: A549 NSCLC cell proliferation inhibitors – ATP luminescence, human non-small cell lung line, primary screen (AID 371); A549 growth inhibition, ATP luminescence; active compounds read high; 8.4% of 3,300 active; growth inhibition, % at 10 µM;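 active means mean growth inhibition over the two runs of 50% or more; inactive means mean growth inhibition under 50%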;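 further: compound exposure lasted 72 h before the ATP read; 0% = untreated cell signal and 100% = no luminescence left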
HT29 cell growth-1 condensed nuclei: recorded beside HT29 cell growth-1, whose call it bears; condensed nuclei, %; measured here: percent cells with condensed nuclei;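 share of cells whose nuclear area falls below control median minus 1.5 SD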
HT29 cell growth-1 ATP viability: recorded beside HT29 cell growth-1, whose call it bears; growth inhibition, %; measured here: ATP CellTiter-Glo viability
HT29 cell growth-2 condensed nuclei: second read-out of HT29 cell growth-2, no call of its own (marks repeat the call); condensed nuclei, %; measured here: percent cells with condensed nuclei;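 condensed means Hoechst nuclear area under control median minus 1.5 SD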
HT29 cell growth-2 ATP viability: further read-out of HT29 cell growth-2, marked with its call; growth inhibition, %; measured here: ATP CellTiter-Glo viability inhibition
AID772 condensed nuclei: recorded beside AID772, whose call it bears; condensed nuclei, %; measured here: percent cells with condensed nuclei;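 condensed means nuclear area below control median minus 1.5 SD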
AID772 second: recorded beside AID772, whose call it bears; growth inhibition, %; measured here: ATP CellTiter-Glo viability
The depositor's hits bear a star; . = no result given; & = joins results of further samples; ! = not active in a repeat.

SMILES	HT29 cell growth-1	HT29 cell growth-1 condensed nuclei	HT29 cell growth-1 ATP viability	HT29 cell growth-2	HT29 cell growth-2 condensed nuclei	HT29 cell growth-2 ATP viability	AID772	AID772 condensed nuclei	AID772 second	AID364	A549 proliferation
CSc1nc(C)cc(OCCNS(=O)(=O)c2cc(C)ccc2C)n1	16.5	1.9	-0.1	52.1	3.7	33.8	19.5	14.9	3.1	5.5%	19.9
CCN1CCc2c(C#N)c(N3CCOCC3)nc(NCCO)c2C1	-47.8	3.4	-4.4	-14.2	0.5	-9.9	-13.9	0.8	-2.5	5.3%	6.8
Cc1cccc(C)c1OCC(O)CNS(=O)(=O)c1ccccc1C(=O)N1CCOCC1 (stereo unspecified)	-11.9	3.5	-0.3	49.1	1.7	-1.8	47.0	8.7	-2.0	-6.4%	17.9
CC(C)c1cc(NCCCN2CCOCC2)n2c(nc3ccccc32)c1C#N	-4.2	5.2	-7.5	16.3	2.0	-13.8	-56.9	3.3	-43.0	7.2%	21.4
O=C1C2ON(c3ccccc3)C(c3cccnc3)C2C(=O)N1c1ccccc1 (stereo unspecified)	32.7	4.2	8.3	13.8	2.4	17.1	34.7	7.9	-20.4	-3.9%	-1.1
O=C1CC(NCc2ccc3c(c2)OCO3)C(=O)N1Cc1ccc2c(c1)OCO2 (stereo unspecified)	7.9	2.5	-4.1	24.7	4.2	8.8	31.6	11.7	16.6	-0.3%	0.1
CCOC(=O)C1/C(=N\O)CC(C)(O)C(C(=O)OCC)C1c1ccc(N(C)C)cc1 (stereo unspecified)	-3.4	4.9	-9.1	20.1	1.8	-12.1	-9.2	10.0	-24.5	-16.5%	7.5
Cc1c(Cl)cccc1Nc1ccccc1C(=O)O	5.2	2.1	-7.1	22.2	1.9	.	56.8	24.1	52.5	3.3%	28.3
C=CCn1c(=S)[nH]c2nc3c(cc2c1=O)COC(C)(C)C3	-37.4	2.6	2.1	0.5	2.6	-0.7	16.6	3.0	-2.0	-6.6%	6.9
COC(=O)c1[nH]c2cc(OC)ccc2c1NC(=O)CN1CCN(c2cccc(C)c2)C(C)C1 (stereo unspecified)	78.9	6.8	44.2	92.4*	8.8*	75.4*	66.9	26.6	81.9	4.4%	68.0*
CNC(=O)c1ncnnc1N(C)C(=O)NCc1ccccc1	-12.5	4.2	-5.0	-4.4	1.7	-17.6	-26.1	1.7	-24.2	6.0%	3.2
CCCCOC(=O)c1ccc(NC(=O)CSc2nncn2C)cc1	7.7	2.5	-20.3	-1.6	2.9	-11.8	11.7	2.8	-49.6	-4.8%	7.5
CCCCOc1cc(C(=O)NCCN(CC)CC)c2ccccc2n1	32.0&-28.7	3.0&4.1	29.5&-4.8	97.2*!	22.7*!	.	70.3&-42.5	14.9&6.0	97.2&-3.1	0.9%&-1.9%	70.4*
COc1ccccc1OCC(=O)Nc1ccc(S(=O)(=O)Nc2cc(C)nc(C)n2)cc1	-26.4	1.3	-10.3	15.8	3.2	-16.8	13.0	8.3	-33.0	-9.7%	5.4
Cc1ccc2cc(CNC(C)(C)C)c(=O)[nH]c2c1	23.4	2.1	4.9	12.8	3.5	-1.6	48.2	4.4	23.0	7.6%	-14.5
COC(=O)/C=c1/s/c(=C(/C#N)C(=O)N2CCCCC2)n(-c2ccccc2)c1=O	8.6	4.3	-3.6	-15.0	2.4	-7.7	39.8	4.2	-41.1	-0.3%	-4.4
CC1=CC=CN2CC(O)CN=C12 (stereo unspecified)	0.0	0.7	5.4	8.7	2.2	-7.0	8.1	4.2	-8.2	-7.0%	-3.0
COc1cc(NC(=O)NC(C)(C(F)(F)F)C(F)(F)F)cc(OC)c1OC	10.7	4.8	7.5	4.5	2.3	-24.4	12.4	7.6	19.5	-6.8%	-5.2
NC(=O)N1c2ccccc2C=Cc2ccccc21	-31.2	5.5	-20.8	20.9	3.1	.	-33.4	1.8	-21.2	-0.2%	-1.2
Cc1ccc(N2CC(C(=O)Nc3ccc(N(C)C)cc3)CC2=O)cc1C (stereo unspecified)	-6.5	1.6	3.6	51.9	2.2	8.3	58.0	2.0	0.7	3.0%	10.2
CC(=O)c1cc(CN2CCCCC2)cc(OC(C)C)c1	-16.9	2.9	1.2	16.0	2.2	4.0	22.5	10.8	23.5	-3.2%	3.1
Nc1c(Br)cc2oc(-c3ccccc3)nc2c1Br	30.2	5.5	3.5	44.5	1.9	16.6	24.1	9.4	31.7	7.6%	31.4
O=C(O)c1ccc(COCC(F)(F)C(F)F)o1	-4.0	4.3	10.2	-17.7	3.3	-10.2	-59.9	9.0	-5.7	-7.6%	0.0
Cc1nnc2n(Cc3ccccc3)c(=O)c3c4c(sc3n12)CN(Cc1ccccc1)CC4	54.2	4.3	18.3	17.7	23.0	29.6	41.8	6.4	41.2	5.4%	40.6
CCC(NC(=O)Nc1ncccc1C)(C(F)(F)F)C(F)(F)F	-21.0	2.4	3.2	3.5	1.7	3.5	18.4	2.7	1.9	5.9%	-3.0

Reprinted from the part before: two compounds, followed by the next part.
SMILES	HT29 cell growth-1	HT29 cell growth-1 condensed nuclei	HT29 cell growth-1 ATP viability	HT29 cell growth-2	HT29 cell growth-2 condensed nuclei	HT29 cell growth-2 ATP viability	AID772	AID772 condensed nuclei	AID772 second	AID364	A549 proliferation
Cc1nnc2n(Cc3ccccc3)c(=O)c3c4c(sc3n12)CN(Cc1ccccc1)CC4	54.2	4.3	18.3	17.7	23.0	29.6	41.8	6.4	41.2	5.4%	40.6
CCC(NC(=O)Nc1ncccc1C)(C(F)(F)F)C(F)(F)F	-21.0	2.4	3.2	3.5	1.7	3.5	18.4	2.7	1.9	5.9%	-3.0
O=C(O)CCCC(=O)Nc1ccn(-c2ccccc2)n1	18.3	1.6	2.6	10.3	3.0	15.8	44.0	2.3	19.5	7.0%	-9.6
Cc1onc(-c2ccccc2Cl)c1C(=O)N1CCN(c2nc3ccccc3s2)CC1	21.7	21.1	41.9	38.5	16.7	54.1	55.9	7.2	62.8	4.7%	38.7
CCOc1ccc(-c2nnc3sc(-c4ccccc4OC)nn23)cc1	13.2	2.9	-0.9	-14.4	2.1	-12.2	-39.8	7.0	-21.9	1.2%	-2.6
Cc1cc(=O)oc2ccc(OCC(=O)N3CCc4ccccc43)cc12	6.1	1.6	-4.6	13.7	1.6	-3.9	4.1	4.5	-14.1	-0.2%	38.9
CC[N+](C)(C)c1cccc(O)c1	-4.4	5.9	2.2	13.3	4.6	.	-28.4	1.9	-15.7	-0.9%	-1.6
CCCCC(=O)NC(Nc1ccc(C)cn1)(C(=O)OCC)C(F)(F)F (stereo unspecified)	-24.6	3.9	-14.8	-56.4	2.8	-18.7	-15.2	2.4	-51.2	2.1%	7.2
O=C(Nc1ccccn1)c1ccc(=O)[nH]n1	-16.6	5.2	-7.5	2.2	1.7	-0.9	44.7	4.2	0.7	2.6%	5.9
C=C(C)CSc1nnc2n(C)c(=O)c3c4c(sc3n12)CCC4	18.3	1.3	-3.3	-5.3	1.5	-0.6	-88.8	3.3	-26.2	-3.4%	20.2
C[C@H]1C[C@H]2[C@@H]3CCC4=CC(=O)C=C[C@]4(C)[C@@]3(Cl)[C@@H](O)C[C@]2(C)[C@@]1(O)C(=O)CO	-19.1	3.2	-27.2	-5.7	4.4	.	-51.9	3.4	-35.6	0.7%	21.9
CCOC(=O)c1c(C(F)(F)C(F)(F)C(F)(F)C(F)(F)F)n[nH]c1C	6.2	1.2	0.6	39.5	2.2	-9.9	-5.3	5.2	-17.2	1.3%	91.1*
COc1ccc(C(=O)Cn2c(N3CCCCC3)nc3c2c(=O)n(C)c(=O)n3C)cc1OC	22.4	6.6	15.9	25.9	1.7	-15.6	-150.6	10.6	-61.6	-5.5%	8.7
COc1ccc2c(C)nc(Nc3nc(C)cc(C)n3)nc2c1	9.6	4.1	-24.2	47.7	1.8	0.4	23.1	1.1	-9.3	7.4%	2.9
O=C(C1=C(O)C(=O)N(c2ncccn2)C1c1cccc(Cl)c1)c1ccco1 (stereo unspecified)	-1.4	3.2	-5.5	14.4	0.3	-3.2	5.7	12.0	6.6	-7.7%	2.1
CCOC(=O)C1=C(N)N2C(=O)CSC2=C(C(=O)OC)C1	20.5	1.4	5.5	34.9	5.3	25.8	-8.8	3.9	-5.2	-5.1%	0.0
CSc1nc2sc3c(c2c(=O)n1C1CCCCC1)CCN(C)C3	-28.9	2.3	-14.1	3.1	3.0	-5.0	-44.4	2.0	-30.4	-9.2%	6.3
Cc1cccc(CN2CCN(C(c3ccccc3)c3ccc(Cl)cc3)CC2)c1 (stereo unspecified)	-11.8	3.7	-8.6	17.8	1.6	.	-50.9	4.1	-21.9	10.3%	3.4
Nc1nnnn1CC(=O)OCc1cccc(Br)c1	-17.1	1.9	-5.1	23.3	1.9	-13.2	-88.3	3.0	-47.7	-0.4%	-13.9
O=S(=O)(c1ccccc1)N1CCC(N2CCN(c3ccccc3)CC2)CC1	28.4	2.6	-19.5	-3.3	8.2	-44.5	-34.7	1.3	-18.2	7.5%	4.8
CCOC(=O)C1=C(CSc2nc(-c3ccncc3)ccc2C#N)OC(N)=C(C#N)C1c1cccnc1 (stereo unspecified)	23.7	5.7	4.7	77.7	4.7	21.0	47.1	10.1	22.9	1.4%	2.9
CCOC(=O)c1[nH]c2ccc(OC)cc2c1NC(=O)CCN1CCN(Cc2ccccc2)CC1	0.0	3.9	7.8	59.6	4.0	6.8	19.2	2.8	11.2	-2.3%	3.6
COCCCN1C(=O)C(O)=C(C(=O)c2ccco2)C1c1ccc(Br)cc1 (stereo unspecified)	-6.1	4.2	-20.7	-43.9	3.6	-20.1	-5.3	2.7	-38.0	-1.5%	2.7
COc1ccc(CCNC2CC(C)N(C)CC2C)cc1OC (stereo unspecified)	1.9	2.6	4.9	45.6	1.6	9.8	75.3	5.3	25.6	-5.6%	1.6
CC1(C)C/C(=C(/C#N)C(N)=O)CCO1	24.9	5.7	0.3	-19.9	1.1	5.7	2.6	2.6	4.0	-1.5%	-0.5
COC(=O)C(NC(C)=O)(Nc1ccc(Br)cn1)C(F)(F)F (stereo unspecified)	28.6	4.4	-5.6	11.5	0.9	-15.3	-46.6	2.3	-39.0	10.4%	4.6
COc1ccc(Nc2oc(-c3cccs3)nc2C#N)cc1	36.8	5.7	20.5	-5.2	2.5	12.1	46.3	6.7	51.5	9.1%	14.5
CN1C(=O)c2c(sc3c2CCCC3)NC1c1ccccc1O (stereo unspecified)	19.4	8.6	3.1	35.6	1.7	-1.1	62.4	3.9	30.3	-1.2%	27.8
CCc1cc(=O)oc2c(CN3CCCC3)c(O)c(Cl)cc12	12.4	3.7	8.4	45.0	1.9	5.6	-31.0	1.2	-46.0	4.2%	3.1

Some of these compounds in order of molecular weight, rising:
SMILES	HT29 cell growth-1	HT29 cell growth-1 condensed nuclei	HT29 cell growth-1 ATP viability	HT29 cell growth-2	HT29 cell growth-2 condensed nuclei	HT29 cell growth-2 ATP viability	AID772	AID772 condensed nuclei	AID772 second	AID364	A549 proliferation
CC1=CC=CN2CC(O)CN=C12 (stereo unspecified)	0.0	0.7	5.4	8.7	2.2	-7.0	8.1	4.2	-8.2	-7.0%	-3.0
O=C(C1=C(O)C(=O)N(c2ncccn2)C1c1cccc(Cl)c1)c1ccco1 (stereo unspecified)	-1.4	3.2	-5.5	14.4	0.3	-3.2	5.7	12.0	6.6	-7.7%	2.1
CCOC(=O)C1=C(CSc2nc(-c3ccncc3)ccc2C#N)OC(N)=C(C#N)C1c1cccnc1 (stereo unspecified)	23.7	5.7	4.7	77.7	4.7	21.0	47.1	10.1	22.9	1.4%	2.9

Record cards, from the list above. Order of values: HT29 cell growth-1, HT29 cell growth-1 condensed nuclei, HT29 cell growth-1 ATP viability, HT29 cell growth-2, HT29 cell growth-2 condensed nuclei, HT29 cell growth-2 ATP viability, AID772, AID772 condensed nuclei, AID772 second, AID364, A549 proliferation
Entry for Nc1nnnn1CC(=O)OCc1cccc(Br)c1 → -17.1, 1.9, -5.1, 23.3, 1.9, -13.2, -88.3, 3.0, -47.7, -0.4%, -13.9
Entry for CC1(C)C/C(=C(/C#N)C(N)=O)CCO1 → 24.9, 5.7, 0.3, -19.9, 1.1, 5.7, 2.6, 2.6, 4.0, -1.5%, -0.5

A portion of the library (hit frequency here may not be typical).
